Compound activity from PubChem.
DUSP3 inh – VHR1 (DUSP3) phosphatase inhibition | recombinant VHR phosphatase, colorimetric substrate read-out | AID 1992 | P51452 | inhibition, % at 20 µM | actives 0.7% (n = 50,000); in the data active = inhibition above about 60%; also: some results filed as inactive read as strong as hits
Target sequence (P51452 whole entry, looked up): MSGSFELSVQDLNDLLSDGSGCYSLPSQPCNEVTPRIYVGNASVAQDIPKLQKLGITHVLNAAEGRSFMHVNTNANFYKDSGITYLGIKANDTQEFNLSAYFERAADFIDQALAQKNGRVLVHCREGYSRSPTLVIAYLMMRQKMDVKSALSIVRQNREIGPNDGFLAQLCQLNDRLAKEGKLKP
Active calls of the source: *. Only part of the results is shown (hit frequency here may not be typical).

SMILES	DUSP3 inh
COc1cc(OC)c(OC)cc1CNCCc1ccc(Cl)cc1	-9
COc1ccc(C(=O)c2ccc(N3CCCCC3)c([N+](=O)[O-])c2)cc1	10
COc1ccc(C(=O)N2CCN(S(=O)(=O)c3ccc(Cl)cc3)CC2)cc1	19
CCOC(=O)c1c(C)nc2sccn12	-32
Nc1ccc[n+](CC(=O)c2ccccc2)c1	-31
CCCSc1nnc(NC(=O)/C=C/c2ccccc2)s1	-22
COC(=O)CSc1nnc2n(-c3ccc(OC)cc3)c(=O)c3c4c(sc3n12)COC(C)(C)C4	-7
O=C(c1c(Cl)cccc1Cl)N1CCN(c2ccc([N+](=O)[O-])cc2)CC1	19
CC(=O)Nc1ccc(S(=O)(=O)Nc2ccc(OCc3ccccc3)cc2)cc1	-12
Cc1c(Cl)cccc1N=Cc1c[nH]c2ccccc12	-8
COC(=O)CN1C(c2ccc(OC)cc2)Nc2ccc(Br)cc2C1c1ccccc1 (centres undefined)	-13
COC(=O)CNS(=O)(=O)c1ccc(OC)cc1	-8
O=C(CCC(=O)N/N=C/c1cc(Br)ccc1O)N/N=C\c1cc(Br)ccc1O	-29
COc1ccc(/C=C2\S/C(=N/N=C/c3ccc(OC)cc3)N(c3ccc(O)cc3)C2=O)cc1	9
Cc1cc(C)cc(N2C(=O)NC(=O)/C(=C\c3ccc([N+](=O)[O-])o3)C2=O)c1	9
O=C1NC(=S)N(c2ccccc2)C(=O)/C1=C/c1ccc(OCc2ccc(Cl)cc2)cc1	37
O=C(Nc1ccc(O)c(-c2nc3ccccc3o2)c1)c1cc2ccccc2o1	-5
CCC(CC)=NNC(=O)C(=O)Nc1ccc(F)cc1	-33
COc1ccc2[nH]c(=O)c3c(c2c1)OC(C)(C)C=C3	-1
COc1ccc(C(NC(=O)c2ccccc2)c2ccc(OC)cc2)cc1	-9
Cc1ccc(OCC(=O)Nc2ccc(C)cc2Br)c(C)c1	-19
O=C(NCCOc1ccccc1F)c1ccc(F)c2ccccc12	-12
CCOC(=O)c1ccc(N2NC(=O)/C(=C/c3cc(Cl)cc(Br)c3O)C2=O)cc1	32
CC(=O)N/C(=N/c1nc(C)cc(C)n1)Nc1ccc(Cl)c(Cl)c1	3
COc1ccc(N=Cc2c(O)n(-c3ccccc3OC)c(=O)[nH]c2=O)cc1	-12
CCCC(=O)Nc1ccc(Cc2ccc(NC(=O)CCC)c(C(=O)O)c2)cc1C(=O)O	-20
COc1ccc(N(CC(=O)N2CCOCC2)S(C)(=O)=O)cc1	1
CCOC(=O)C(=O)NCc1ccc(Cl)cc1	-16
CC(C)(C)c1ccc(C(=O)Nc2cccc3nsnc23)cc1	7
O=C(c1ccc(Cl)c(Cl)c1)N1CCN(C(c2ccccc2)c2ccccc2)CC1	6
COc1cc(NC(=O)Cc2ccc(Cl)cc2)c(OC)cc1Cl	3
CCC1CCC(=O)C(C2(O)C(=O)Nc3ccccc32)C1 (centres undefined)	-30
O=C(Nc1ccc(Cl)c(Cl)c1)c1ccc(Cl)cc1Cl	1
Cc1ccc2nc(-c3ccc(C)c(NC(=O)c4ccc5ccccc5c4)c3)oc2c1	11
N/C(=N\OC(=O)c1ccc(Br)cc1)c1ccccc1	-14
Cc1ccc(Cn2c(NC(=O)c3ccc(Cl)cc3)nc3ccccc32)cc1	-5
COC(=O)c1sc(NC(=O)c2cc([N+](=O)[O-])ccc2Cl)c(C(=O)OC)c1C	-8
COc1ccc(/C=C2\SC(=S)N(CC(=O)Nc3ncc(Cc4cccc([N+](=O)[O-])c4)s3)C2=O)cc1OC	-8
CCNC(=S)N1CCN(c2ccccc2OC)CC1	-9
O=C1CC(NCc2ccc3c(c2)OCO3)C(=O)N1c1ccc(Cl)cc1 (centres undefined)	-30
Cc1ccc(-c2nc3cc(Cl)ccc3o2)cc1NC(=S)NC(=O)c1ccco1	-21
O=C1NN(c2ccccc2)C(=O)/C1=C/c1ccco1	9
O=C(CCNc1n[nH]c(=O)[nH]c1=O)OCc1ccccc1	-14
CC(=O)OC1(C#CCl)CCCCC1	-14
N#CC(C#N)=C1CCCc2ccccc2N1	-6
CCOC(=O)C1=C(C)N=c2s/c(=C\c3cccs3)c(=O)n2C1c1cccc(OC)c1 (centres undefined)	-12
CC(=O)/C(C(N)=NC(=O)c1ccccc1)=C(/O)c1ccccc1	-5
CCCC(=O)Nc1cccc(-c2nc3cc(C)ccc3o2)c1	-24
O=C(NCCCn1ccnc1)c1cnn2c(C(F)(F)F)cc(-c3ccc(Br)cc3)nc12	6
COc1cc(/C=N\N2CCN(c3ccc(C)cc3)CC2)ccc1OCc1ccccc1	-7
O=C(O)CN1C(=O)/C(=C/c2cccc(OCc3ccccc3Cl)c2)SC1=S	-18
Cc1cc(OCC(=O)N2CCCCC2)ccc1Br	-13
O=C(O)c1ccc(CNC(=O)C2C3CCC(C3)C2C(=O)O)cc1 (centres undefined)	-8
O=C(NCC1c2ccccc2CCN1C(=O)c1ccccc1)c1ccccc1 (centres undefined)	-4
C=CCc1cccc2cc(C(=O)Nc3cccc(C(=O)O)c3)c(=O)oc12	5
C/C(=N\N=C(/N)SC1CC(=O)N(c2ccc(C(=O)O)cc2)C1=O)c1ccc(C)cc1 (centres undefined)	-14
CCCC(=O)Nc1ccc(NC(=O)c2ccc(Br)o2)cc1	0
CCn1cc(/C=C2\C(=O)NC(=O)N(c3ccccc3)C2=O)c2ccccc21	-1
CCCCOC(=O)C1=C(C)NC2=C(C(=O)CCC2)C1c1cccc(C(F)(F)F)c1 (centres undefined)	-11
CCOC(=O)C1CCN(C(=O)COc2ccc(C)cc2C)CC1	3

A different layout for some results above.
molecule | DUSP3 inh
COc1cc(/C=N\N2CCN(c3ccc(C)cc3)CC2)ccc1OCc1ccccc1 | -7
O=C(O)CN1C(=O)/C(=C/c2cccc(OCc3ccccc3Cl)c2)SC1=S | -18

(continued)
SMILES	DUSP3 inh
NS(=O)(=O)c1cccc(NC(=O)c2cccc3c(Br)cccc23)c1	2
CCN1C(=O)/C(=C\c2ccc(-c3ccc([N+](=O)[O-])cc3Br)o2)SC1=S	-38
COc1cc(-c2c(C#N)c(N)n3c(nc4ccccc43)c2C#N)ccc1O	-12
CS(=O)(=O)N(CC(=O)N1CCOCC1)c1cccc(C(F)(F)F)c1	-9
COC(=O)CN(c1ccc(C)c(Cl)c1)S(C)(=O)=O	-10
O=C(C1=C(O)C(=O)N(c2nncs2)C1c1cccc([N+](=O)[O-])c1)c1cccs1 (centres undefined)	-2
O=S(=O)(NCCc1ccccc1)c1ccc2ccccc2c1	-17
Cc1cc(OCC(=O)Nc2ccc(-c3nc4ccccc4o3)c(O)c2)ccc1Cl	10
COc1ccc(/C=C2\C(=O)NN(c3ccccc3)C2=O)cc1O	4
O=C(/C=C/Nc1cccc(C(F)(F)F)c1)c1ccc(Br)cc1	78
O=C(COc1ccccc1)Nc1cccc2nsnc12	1
CCCOc1ccc(N2C(=O)CC(N3CCN(Cc4ccc5c(c4)OCO5)CC3)C2=O)cc1 (centres undefined)	-12
COc1ccc(C(=O)Nc2cc3nn(-c4ccc(C)cc4)nc3cc2C)cc1	-6
Cc1cc2nc(-c3cc(NC(=O)c4ccco4)ccc3O)oc2cc1C	-2
O=C(c1ccc(NC(=O)c2cc(Br)cc(Br)c2O)c(Cl)c1)c1cccs1	-41
CC(=O)NS(=O)(=O)c1ccc(NC(=O)c2ccccc2OC(C)=O)cc1	1
O=C(COc1ccc(Cl)cc1)Nc1cc([N+](=O)[O-])ccc1F	-8
COc1ccccc1OCCCOc1c(Cl)cccc1Cl	-12
COc1ccccc1C/C(N)=N/OC(=O)COc1ccccc1C	0
CS(=O)(=O)N(CC(=O)Nc1ccccc1Cl)c1ccc(Oc2ccccc2)cc1	10
O=C(Nc1ccc(Cl)cc1)N1CCN(c2ccccc2Cl)CC1	15
CC(=O)N(c1ccc(Cl)cc1)S(=O)(=O)c1ccc(Cl)cc1	-8
O=[N+]([O-])c1ccc(NCCOCCO)c(Cl)c1	0
Cc1c(NC(=O)CN(c2cccc(Cl)c2)S(=O)(=O)c2ccccc2)c(=O)n(-c2ccccc2)n1C	-30
OC(CN1CCOCC1)c1ccc(Br)cc1 (centres undefined)	1
COc1ccc([N+](=O)[O-])cc1-c1ccc(/C=C2\C(=O)NC(=O)N(c3ccc(Cl)cc3)C2=O)o1	-9
Cc1ccc2ccc(S(=O)(=O)NCc3cccnc3)cc2c1	-21
COc1ccc(C(=O)NC(=S)Nc2ccc(I)cc2)cc1	-12
CCCNC(=O)/C=C/c1ccc2c(c1)OCO2	-23
CC1CCCN(C(=O)/C=C/c2ccccc2)C1 (centres undefined)	-25
CCOC(=O)C1=C(O)/C(=C/c2ccc(O)cc2)SC1=Nc1cccc(Cl)c1	-2
COc1cccc(OC)c1C(=O)Nc1ccccc1NC(C)=O	3
Cc1cc(NC(=O)COC(=O)/C=C/c2ccc([N+](=O)[O-])cc2)no1	-28
O=C1C2C3C=CC(C4CC34)C2C(=O)N1N=Cc1ccccc1Cl (centres undefined)	-21
Cc1cc(OCC(=O)Nc2cc([N+](=O)[O-])ccc2Cl)ccc1Br	1
CC(/C=C/c1ccccc1)=N\N=C1\NC(=O)C(Cc2ccccc2)S1 (centres undefined)	7
CCc1ccccc1NS(=O)(=O)c1ccc(OC)c(OC)c1	0
O=C1NC(=Nc2cccnc2)S/C1=C\c1ccc(F)cc1	-6
Cc1ccc(-c2csc(NC(=O)C3CC4CCC3C4)n2)cc1 (centres undefined)	-20
CCOC(=O)N/N=C(\C)Cc1ccc2c(c1)OCO2	5
CCC1(c2ccccc2)C(=O)NC(=O)N(C(=O)c2ccccc2Cl)C1=O (centres undefined)	-15
O=C(Nc1ccc(I)cc1)c1ccc(I)cc1	-8
Cc1ccccc1N(CC(=O)NCC(C)c1ccccc1)S(=O)(=O)c1ccccc1 (centres undefined)	2
Nc1cc(Cl)c(S(=O)(=O)N2CCOCC2)cc1S(=O)(=O)N1CCOCC1	-15
COc1cc(/C=C(/C#N)C(=O)Nc2cccc(Br)c2)cc([N+](=O)[O-])c1O	8
O=C(Nc1ccc(Cl)cc1)Nc1nnc(COc2ccc(Cl)cc2Cl)s1	-35
O=C(O)c1ccc(CNC(=S)Nc2ccccc2)cc1	5
CC(=O)Nc1ccccc1NC(=O)c1cccc(I)c1	0
COc1ccc(C2CC(=O)C3=C(C2)NC(C)=C(C#N)C3c2ccc(N(C)C)cc2)cc1 (centres undefined)	17
S=c1nc(COc2ccc(Cl)cc2Cl)[nH][nH]1	-30
O=C(CCCN1C(=O)c2cccc3cccc(c23)C1=O)N1CCc2ccccc2C1	-13
CC1C(c2ccccc2)N(C)C(c2ccccc2)CC1(O)Cc1ccccc1 (centres undefined)	-21
O=C(c1nn2c(C(F)(F)F)cc(-c3ccco3)nc2c1Cl)N1CCCCC1	-14
CCCC(=O)Nc1ccc(-c2nc3ncccc3o2)cc1	-7
Oc1ccc(Nc2nc3nonc3nc2Nc2ccccc2)cc1	-5
O=C1NC(=S)S/C1=C/c1ccc(-c2ccc(C(=O)O)c(Cl)c2)o1	86
COc1ccc(CNS(=O)(=O)c2ccc3ccccc3c2)cc1	14
CCOC(=O)c1ccc(NC(=S)NC(NC(=O)CC(C)C)C(Cl)(Cl)Cl)cc1 (centres undefined)	-4
COc1ccc(Br)cc1C=NN1CCN(Cc2ccccc2)CC1	15
CCC1(C)CC(CCNCc2ccc(F)cc2)(c2ccc(OC)cc2)CCO1 (centres undefined)	-8
Continued:
SMILES	DUSP3 inh
COCCNC(=O)COc1ccc(C)cc1Br	0
CCOc1cccc(/C=N/NC(=O)CSc2nc3ccccc3n2Cc2ccccc2)c1O	10
O=C(Nc1ccc(Cl)cc1)NC1CCCCCCC1	-35
COc1ccc(C2NC(=O)NC(C)=C2C(=O)OCc2ccccc2)cc1OC (centres undefined)	-14
Cc1cccc(OCC(=O)n2cnnc2N)c1	-14
Cc1sc2nc(SCC(=O)NCCCN3CCOCC3)n(-c3ccccc3)c(=O)c2c1C	-10
Cc1c(C(=O)OC(C)C)sc(NC(=O)/C=C/c2ccc3c(c2)OCO3)c1C(=O)OC(C)C	11
O=c1[nH][nH]c(=O)n1/N=C/c1ccccc1O	2
COc1ccc(C2Nc3ccc(Cl)cc3C(c3ccccc3)O2)cc1 (centres undefined)	4
O=c1nc(N/N=C/c2c(O)ccc3ccccc23)cn[nH]1	2
O=[N+]([O-])c1ccc2c(c1)ONC(c1ccc(Cl)cc1)=N2	-16
CCCCOC(=O)c1ccc(NC(=O)COc2ccc3c(c2)oc(=O)c2ccccc23)cc1	-18
COc1cc(C2C3=C(CC(C)(C)CC3=O)NC3=C2C(=O)CC(C)(C)C3)ccc1OCc1ccccc1	-9
Cc1cc(C)c(C(=O)c2ccc(C(N)=O)cc2)c(C)c1	2
Cc1onc(-c2c(Cl)cccc2Cl)c1C(=O)Nc1ccc(Cl)cc1Cl	-19
O=C(CC(=O)c1ccccc1)Nc1ccc(C(=O)O)cc1	-10
O=C1CN(C(=O)c2ccc([N+](=O)[O-])cc2)c2ccccc2N1	-9

Gathered by group, those above with bromine
SMILES	DUSP3 inh
COC(=O)CN1C(c2ccc(OC)cc2)Nc2ccc(Br)cc2C1c1ccccc1 (centres undefined)	-13
O=C(CCC(=O)N/N=C/c1cc(Br)ccc1O)N/N=C\c1cc(Br)ccc1O	-29
Cc1ccc(OCC(=O)Nc2ccc(C)cc2Br)c(C)c1	-19
CCOC(=O)c1ccc(N2NC(=O)/C(=C/c3cc(Cl)cc(Br)c3O)C2=O)cc1	32
N/C(=N\OC(=O)c1ccc(Br)cc1)c1ccccc1	-14
O=C(NCCCn1ccnc1)c1cnn2c(C(F)(F)F)cc(-c3ccc(Br)cc3)nc12	6
Cc1cc(OCC(=O)N2CCCCC2)ccc1Br	-13
CCCC(=O)Nc1ccc(NC(=O)c2ccc(Br)o2)cc1	0
NS(=O)(=O)c1cccc(NC(=O)c2cccc3c(Br)cccc23)c1	2
CCN1C(=O)/C(=C\c2ccc(-c3ccc([N+](=O)[O-])cc3Br)o2)SC1=S	-38
O=C(/C=C/Nc1cccc(C(F)(F)F)c1)c1ccc(Br)cc1	78
O=C(c1ccc(NC(=O)c2cc(Br)cc(Br)c2O)c(Cl)c1)c1cccs1	-41
OC(CN1CCOCC1)c1ccc(Br)cc1 (centres undefined)	1
Cc1cc(OCC(=O)Nc2cc([N+](=O)[O-])ccc2Cl)ccc1Br	1
COc1cc(/C=C(/C#N)C(=O)Nc2cccc(Br)c2)cc([N+](=O)[O-])c1O	8
COc1ccc(Br)cc1C=NN1CCN(Cc2ccccc2)CC1	15
COCCNC(=O)COc1ccc(C)cc1Br	0
